From PubChem
KKLEB tox: CF airway cell cytotoxicity counter-screen | KKLEB CF airway cells viability, ATPlite luminescence, overnight; active compounds read low; cells stimulated with P. aeruginosa culture filtrate | activity change (cytotoxicity), % at 5 µM | 0.36% of 360,000 active;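 active means corrected activity change at or below -50% at 5 µM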
C8 TRAIL sens: sensitizes caspase-8 expressing cells to TRAIL; NB7+C8 cells + TRAIL, ATPlite viability luminescence; AID 624354; 1% of 360,000 active; inhibition (viability loss, TRAIL sensitization), % at 10 µM;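 active means compounds causing at least 50% loss of cell viability in the single-dose screen, relative to plate controls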
CF NFkB block: inhibitors of cystic fibrosis induced NF-kB | AID 588850 | KKLEB NF-kB-GFP reporter, PAF-induced, GFP fluorescence overnight | inhibition, % at 5 µM | 0.86% of 360,000 active;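 active means at least 50% inhibition at 5 µM, scaled per plate between neutral and stimulator controls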;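 further: PAF is a Pseudomonas aeruginosa culture filtrate used as stimulus; plate controls were PAF-stimulated DMSO wells for no effect and unstimulated DMSO wells for full effect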
NR2F2 inh: NR2F2 (human) inhibition, primary screen; P24468; HEK293T NGFI-A luciferase reporter, luminescence; inhibition, % at 8.6 µM; 0.7% of 370,000 active; AID 686940;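 active means inhibition above a per-plate cutoff, mean inhibition of test wells between control levels plus 3 SD, cut at about 38% in these data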;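 further: cells cotransfected with COUP-TFII expression vector driving the NGFI-A reporter; 0% = median of COUP-TF2 test wells and 100% = reporter-only cells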
Target sequence (P24468 whole entry, looked up): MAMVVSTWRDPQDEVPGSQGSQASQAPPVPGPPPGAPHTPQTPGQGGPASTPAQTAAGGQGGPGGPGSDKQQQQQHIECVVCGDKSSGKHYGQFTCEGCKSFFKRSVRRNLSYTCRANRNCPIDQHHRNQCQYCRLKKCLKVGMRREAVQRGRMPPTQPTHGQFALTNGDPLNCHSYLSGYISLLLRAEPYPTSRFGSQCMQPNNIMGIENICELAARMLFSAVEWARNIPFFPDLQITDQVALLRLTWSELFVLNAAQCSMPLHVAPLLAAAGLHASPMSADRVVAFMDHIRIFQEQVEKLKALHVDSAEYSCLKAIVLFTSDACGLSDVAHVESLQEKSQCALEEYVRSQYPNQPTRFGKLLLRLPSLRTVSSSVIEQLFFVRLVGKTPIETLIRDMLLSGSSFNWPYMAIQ
LRH-1 inv ag: suppresses constitutive activity of human LRH-1; HEK293T StAR-luciferase reporter, LRH-1 transfected, 24 h; inhibition, % at 3.6 µM; 0.13% of 360,000 active; AID 602396;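 active means inhibition above the mean inhibition of all tested compounds plus 3 SD, cut at about 73% in these data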;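 further: 0% = DMSO wells and 100% = reporter-only cells lacking LRH-1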
Target sequence (O00482 whole entry, looked up): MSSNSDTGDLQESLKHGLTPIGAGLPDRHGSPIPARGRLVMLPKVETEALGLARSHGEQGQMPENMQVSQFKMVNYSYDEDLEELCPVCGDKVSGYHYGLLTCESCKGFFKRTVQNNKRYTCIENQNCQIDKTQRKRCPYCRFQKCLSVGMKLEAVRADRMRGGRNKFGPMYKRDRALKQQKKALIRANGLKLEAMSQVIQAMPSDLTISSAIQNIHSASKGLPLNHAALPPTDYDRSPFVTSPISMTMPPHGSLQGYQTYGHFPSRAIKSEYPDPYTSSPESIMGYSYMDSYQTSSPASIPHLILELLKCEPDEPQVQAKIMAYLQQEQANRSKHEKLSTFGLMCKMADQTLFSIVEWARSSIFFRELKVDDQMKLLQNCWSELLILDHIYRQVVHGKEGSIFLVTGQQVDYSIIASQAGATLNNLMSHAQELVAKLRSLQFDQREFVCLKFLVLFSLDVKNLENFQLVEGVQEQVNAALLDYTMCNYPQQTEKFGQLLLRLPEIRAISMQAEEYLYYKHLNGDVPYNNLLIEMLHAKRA
LMP1 NFkB inh: Epstein-Barr LMP1 NF-kappaB reporter inhibition | LMP1-induced NF-kappaB luciferase reporter cells, luminescence | inhibition, % at 12.5 µM | 0.69% of 350,000 active; in the data active means inhibition above about 41%;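 further: 0% = neutral control wells and 100% = reference inhibitor control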
SRC3 inh: inhibits human SRC3 coactivator. Q9Y6Q9. HEK293 GAL4-SRC3 luciferase reporter, luminescence. inhibition, % at 3.6 µM. 0.17% of 360,000 active. AID 588352;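 active means inhibition above a per-campaign cutoff, the mean of all compounds plus 3 SD, cut at about 60% in these data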;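 further: 0% = DMSO-treated cells and 100% = gossypol-treated cells at 36 µM; higher means less SRC3-driven luciferase light from the GAL4 reporter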
TROY NFkB inh: blocks TROY-dependent signaling in reporter cells; inhibition, % at 10 µM; 0.98% of 360,000 active; AID 1347056; Q293 LMP1-TROYcd NF-kB luciferase reporter, 4 h;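 active means compounds whose plate-normalised and pattern-corrected inhibition of the luciferase reporter signal at the single screening dose is 50% or more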
Shn3 3UTR inh: reduces Shn3 3'UTR luciferase signal in osteoblasts | inhibition, % at 12.5 µM | Clone20 osteoblast Shn3 3'UTR firefly luciferase, 24 h | 0.52% of 360,000 active;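 active means mean inhibition of at least 75% with every replicate also reaching 75%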;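 further: 0% = median of neutral control wells and 100% = pilot-screen positive control compound; some compounds past the cut are filed as inactive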
SRC1 inh: inhibits human SRC1 coactivator; HEK293 GAL4-SRC1 luciferase reporter, luminescence; 0.12% of 360,000 active; inhibition, % at 3.6 µM; Q15788;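 active means inhibition above the campaign mean plus 3 SD, with each screening campaign given its own cutoff, cut at about 60% in these data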;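 further: 0% = DMSO treated cells and 100% = gossypol at 36 µM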
TWEAK Fn14 block: inhibitors of TWEAK-Fn14 interaction signaling; TWEAK-stimulated Fn14 reporter cells, luciferase luminescence, 8 h; inhibition, % at 10 µM; 2% of 360,000 active; in the data active means inhibition above about 50%
* hit, by the source's call; . = no result given. Not all compounds are listed; count on the stated rates, not on these rows.

Fields: Shn3 3UTR inh | TROY NFkB inh | KKLEB tox | NR2F2 inh | CF NFkB block | TWEAK Fn14 block | C8 TRAIL sens | LRH-1 inv ag | SRC3 inh | LMP1 NFkB inh | SRC1 inh
> CCCCNC(=O)CC(C(=O)N1CCc2ccccc21)n1ccnc1 (stereo not drawn)
  12 | -10 | 4 | -10 | -22 | 8 | 1 | 4 | 8 | 6 | 17
> Cn1c(=N)n(CC(=O)c2ccc(Br)cc2)c2ccccc21
  -18 | 14 | -21 | -54 | -6 | 36 | 35 | -101 | -55 | -2 | -100
> O=C(O)CN1C(=O)SC(Nc2ccccc2)C1=O (stereo not drawn)
  -1 | -12 | 10 | -21 | -9 | -22 | 18 | -7 | 8 | 0 | 15
> Cc1ccc(-c2c(C)sc3ncn(CC(=O)N4CCOCC4)c(=O)c23)cc1C
  4 | -19 | 1 | 5 | 2 | -1 | 0 | -7 | 1 | 2 | -21
> CCCC1(C(=O)OC)NC(c2ccc(OC)cc2OC)C2C(=O)N(c3cccc(C(C)=O)c3)C(=O)C21 (stereo not drawn)
  -4 | 25 | 13 | 7 | -10 | -21 | -16 | 7 | -9 | 0 | -22
> CCCCCn1c(CCNC(=O)c2cccs2)nc2ccccc21
  8 | 3 | 8 | 3 | -17 | -1 | 20 | -11 | 19 | 8 | -16
> Cc1ccccc1-n1c(SCC(=O)N/N=C/c2ccccc2OCC(=O)O)nc2ccccc2c1=O
  22 | 8 | 7 | -5 | 3 | 11 | -4 | 8 | -4 | 1 | -11
> NC(=O)C1CCN(C(=O)c2ccc(Cl)c(S(=O)(=O)N3CCCCCC3)c2)CC1
  -6 | -21 | -12 | 1 | 24 | -4 | -7 | -17 | 0 | -4 | -12
> O=C(NCCc1ccccn1)c1ccc(COc2ccccc2)o1
  -25 | 3 | 21 | -12 | -8 | -2 | -2 | -17 | -10 | -4 | -2
> COc1cc(OC)c(C(=O)Nc2ccc(S(=O)(=O)Nc3ncccn3)cc2)cc1OC
  -8 | 6 | 10 | 8 | 3 | -11 | -2 | -31 | -8 | 1 | -13
> CCC(C)NC(=O)CCC(=O)Nc1ccc2nc(N3CCOCC3)cc(C)c2c1 (stereo not drawn)
  -7 | 6 | -2 | -19 | 0 | -1 | 5 | -22 | -15 | -1 | -20
> CCc1nccn1Cc1cc(C=O)ccc1OC
  60 | -12 | 9 | -1 | -12 | 8 | 7 | -27 | 7 | 4 | -13
> Cc1ccc(CNC(=O)CN2C(=O)NC(C)(c3ccccc3Cl)C2=O)cc1 (stereo not drawn)
  -27 | 15 | 2 | 2 | -8 | -14 | -17 | 20 | 16 | 6 | 11
> CCOc1ccccc1OCCC(=O)NNC(=O)Cn1nc(C)cc1C
  -4 | -16 | 7 | -15 | 13 | 0 | 8 | -6 | 5 | -11 | -13
> Cc1ccc2c(C)c(C(=O)N(C)CCC3CCCCO3)oc2c1C (stereo not drawn)
  -33 | -35 | -2 | -1 | 3 | -39 | 9 | -11 | 7 | -5 | -7
> O=C(O[C@@H]1[C@H](Cc2ccccc2)NS(=O)(=O)[C@H]2C[C@@H]3C=C[C@]12O3)c1ccccc1Br
  13 | 7 | 2 | 5 | -5 | -6 | -1 | -4 | 8 | -6 | 2
> C#CC1CCCCC1NC(=O)Nc1cnccc1C(F)(F)F (stereo not drawn)
  -4 | 32 | -7 | -15 | 6 | -1 | -8 | 16 | 23 | 1 | -12
> CC(=O)c1ccc(NC(=S)NNC(=O)NC2CCCCC2)cc1
  -44 | -13 | 9 | -32 | 6 | 12 | -8 | -19 | -19 | -6 | -10
> Cc1ccc(/C=N/Nc2nc3ccccc3s2)o1
  -29 | 28 | 8 | -17 | -6 | 60* | 43 | -123 | -76 | -30 | -87
> CCNC(=O)c1cc2c(c(-c3cccc(-c4cncnc4)c3)n1)[C@H](CCO)N(C(C)=O)C2
  . | -10 | . | 10 | . | -10 | 31 | 0 | . | . | .
> CCOc1ccc(C2Oc3nc(SC)nnc3-c3ccccc3N2C(C)=O)cc1OC (stereo not drawn)
  -3 | -8 | 9 | -8 | -36 | 4 | -2 | 19 | -2 | 7 | -2
> CCOC(=O)c1cnn(-c2ccc(Cl)cc2)c1C1CCN(C(=O)OC(C)(C)C)CC1
  15 | 13 | 3 | -9 | 14 | 23 | 13 | -13 | -13 | -3 | 3
> O=C(N1CCC(O)(c2cccnc2)CC1)C12CC3CC(CC(C3)C1)C2
  4 | 10 | 7 | -9 | -2 | -20 | 1 | 10 | 24 | 3 | 8
> O=C(Nc1ncn[nH]1)c1ccc([N+](=O)[O-])cc1[N+](=O)[O-]
  -3 | -13 | -9 | 4 | -4 | -7 | 10 | -10 | -10 | -17 | 0
> CCNC(=O)C1CCCN(C(=O)c2ccc(OC)cc2)CC1 (stereo not drawn)
  -14 | 2 | 0 | 3 | 10 | 7 | -15 | 7 | -8 | . | 10
> CCOC(=O)C1(C(=O)OCC)C(C(=O)c2ccccc2)C1c1ccccc1 (stereo not drawn)
  21 | -14 | 0 | 11 | 0 | -2 | 3 | 8 | 6 | -10 | 3
> CCOc1ccc(C(CC(=O)O)n2cnnn2)cc1 (stereo not drawn)
  12 | 15 | 12 | 21 | -26 | 23 | 29 | 6 | 15 | -1 | -4
> O=C(Nc1ccc(SC(F)F)cc1)c1ccc2nccnc2c1
  7 | 14 | 8 | 25 | -21 | 21 | 26 | -77 | -52 | -25 | -45
> Cc1cc(NC(=O)CN2C(=O)/C(=C/c3ccccc3F)SC2=S)no1
  2 | -9 | -20 | 3 | 0 | -29 | 3 | -2 | -1 | -3 | 2
> CCC(C)N=CC1=C(O)CC(c2ccccc2)CC1=O (stereo not drawn)
  -7 | -17 | 11 | -4 | 9 | 4 | 3 | -13 | 9 | -2 | -26
> c1cnc(Oc2ccc(-c3nnco3)cc2)cn1
  -8 | -1 | 7 | 6 | 2 | 0 | 1 | 12 | 6 | 1 | 16
> CCOC(=O)CNC(=O)CSc1nnnn1-c1cc(C)ccc1C
  5 | -3 | 0 | -4 | -8 | -2 | 2 | 1 | 4 | -6 | 11
> CC(C)(C)Nc1c(-c2cccs2)nc2ccccn12
  -2 | 3 | -10 | 8 | 12 | -2 | 0 | -4 | 3 | 9 | 6
> O=C(CN1C(=O)c2ccccc2C1=O)NCCc1c[nH]c2ccccc12
  12 | -1 | -3 | -1 | 0 | 9 | -10 | 27 | 24 | 3 | 20
> N#Cc1cccc(C(=O)OCC(=O)NCc2ccco2)c1
  5 | 4 | 17 | -2 | -21 | -3 | 7 | -4 | 2 | -1 | -21
> Cc1ccc(/C(O)=C2\C(=O)C(=O)N(C)C2c2ccccc2)cc1 (stereo not drawn)
  9 | -6 | 6 | 3 | 0 | -13 | -9 | -29 | -10 | 4 | -34
> CN(C(=O)c1cccc(NC(=O)c2ccccc2)c1)C1CCCCC1
  7 | -8 | 15 | 7 | -12 | -6 | -9 | 2 | 9 | -4 | 17
> COc1cccc(C2c3c(oc4ccc(F)cc4c3=O)C(=O)N2CCCN2CCOCC2)c1 (stereo not drawn)
  -4 | -9 | 1 | 15 | -20 | -12 | -7 | -15 | 0 | 5 | -10
> CCN(CC(=O)NCc1cccs1)C(=O)Cc1ccc(C)c(C)c1
  -9 | 4 | 3 | -9 | -15 | 9 | -19 | 6 | 9 | -12 | 1
> O=C(Nc1ccc2c(c1)OCO2)c1cc(C2CCCCN2C(=O)c2ccc3c(c2)CCO3)on1 (stereo not drawn)
  21 | 1 | -12 | 3 | 11 | 5 | -6 | -4 | -2 | . | -4
> COc1cccc(/C=N/n2c(COc3ccccc3)n[nH]c2=S)c1O
  1 | 2 | 0 | 3 | 8 | -34 | -6 | 12 | 11 | 0 | 17
> COc1ccc(-c2oc(=O)c3cc(OC)c(OC)cc3c2C(F)(F)F)cc1
  14 | 4 | 10 | -14 | -33 | -19 | -6 | 3 | -11 | 4 | -15
> CCOc1ccccc1/C=C(\NC(=O)c1ccccc1)C(=O)NCCC(=O)O
  6 | -55 | -1 | 19 | 9 | -15 | 15 | -13 | 0 | -5 | -25
> CCCN1CCN(C(=O)c2ccc(CS(=O)c3ccc(Br)cc3)o2)CC1 (stereo not drawn)
  -7 | 2 | 2 | -2 | -1 | 19 | -23 | -18 | 4 | -9 | -2
> CC(=O)C1=C(O)CC(c2ccccc2)CC1=NCCc1c(C)[nH]c2ccccc12 (stereo not drawn)
  7 | 13 | -11 | 13 | 22 | 12 | 7 | 6 | 5 | -7 | 8
> COc1cc(/C=C/c2ccc(/C=C/c3cc(OC)c(OC)c(OC)c3)cc2)cc(OC)c1OC
  7 | 8 | -29 | 6 | 27 | -52 | 25 | -5 | -9 | 7 | -13
> O=C(NCCc1ccccc1)c1ccc(NS(=O)(=O)c2ccc3[nH]c(=O)[nH]c3c2)cc1
  -39 | -32 | 11 | -30 | -17 | -25 | -23 | -57 | -18 | 1 | -32
> C=CCn1cccc(C(=O)Nc2ccc(OC)cc2OC)c1=O
  -24 | -4 | -8 | 10 | -6 | -8 | -6 | -7 | -11 | 5 | -22
> COc1ccc(CCNC(=O)COC(=O)c2ccc(N3CCCC3=O)cc2)cc1
  4 | 9 | -11 | 11 | -4 | -5 | 3 | 13 | 6 | -5 | -20
> Cc1ccnc2nc(C(=O)OCC(=O)N3CC(C)CC(C)C3)nn12 (stereo not drawn)
  -1 | 2 | 3 | -3 | 10 | 0 | -7 | -9 | -4 | 8 | -6
> CC[C@@H](C)[C@H](NC(=O)Cc1c(C)c2c(cc(C)c3c(C)coc32)oc1=O)C(=O)O
  -16 | 17 | 1 | -3 | 0 | 4 | -16 | -9 | 0 | -4 | 8
> CCOC(=O)C1=CCC(c2ccc(C)cc2)N(S(=O)(=O)c2ccc(C)cc2)C1 (stereo not drawn)
  -2 | 1 | -12 | 21 | 19 | -5 | 7 | 11 | -24 | . | -8
> O=C(O)/C(=N/NC(=O)c1ccc(Cl)cc1)c1ccccc1
  -26 | -5 | 3 | 14 | -9 | -12 | 23 | -9 | -21 | 7 | -12
> Nc1ncnc2c1ncn2C1OC(C(=O)NC2CC2)C(O)C1O (stereo not drawn)
  -22 | 29 | -9 | -80 | 1 | -53 | -8 | 6 | -42 | 8 | -43
> Cn1c(CCN2CCN(c3ccc(F)cc3)CC2)nc2cc(NC(=O)c3ccco3)ccc21
  -11 | 4 | 2 | 4 | -3 | 19 | 6 | 9 | 13 | 2 | 11
> CCOc1ccccc1C1c2[nH]c3ccccc3c2C[C@H]2C(=O)N(C3CCN(Cc4ccccc4)CC3)CC(=O)N12 (stereo partly drawn)
  12 | 37 | -13 | 33 | 31 | 17 | 10 | 9 | -19 | 2 | -14
